GAA glycogen = GAA glycogen-cleavage inhibition or activation | P10253 | recombinant GAA, glycogen substrate, Amplex Red glucose oxidase fluorescence | actives 0.38% (n = 300,000) | Potency, µM (series often up to 76.4 µM), inactives show at the highest dose activity change, negative = inhibition, actives largely listed as inhibitors; active = well fitted inhibition curve with a large enough effect; inconclusive = small, poorly fitted or top-dose-only effect, or another doubt; inactive = no such curve, though single readings can be large or run the other way;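 note: 0% = full enzyme reaction and -100% = no-enzyme basal signal; the screen sought inhibitors and activators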
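Recombinant enzyme (4 nM final) with compounds titrated up to 77 uM and bovine liver glycogen (30 ug) in citrate pH 5.0, 0.01% Tween-20, 37 C 40 min. Released glucose detected by Amplex Red/glucose oxidase (Ex 573/Em 610); AC50 from Hill fits.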
* marks the source's active call; other numbers are inactive results; ? = inconclusive; [ ] = dose if it differs, or a comment. Potency is the fitted concentration of half-maximal effect. This is a subset; rates above refer to the full screens.

molecule	GAA glycogen
Cc1ccc(C(=O)CCS(=O)(=O)c2ccc(F)cc2)cc1	-11.4%[76.3 µM]
Cc1snc(SCc2ccc(F)cc2)c1C#N	-2.3%
CCC(NC(=S)NCc1ccc(F)cc1)c1ccccc1 (centres undefined)	-15.2%[76.3 µM]
O=C(CN1C(=O)/C(=C\c2cccc(Br)c2)Oc2ccccc21)NCCCN1CCOCC1	-4.6%[76.3 µM]
Cc1cc(C)c2nc(-c3ccccn3)cc(C(=O)N3CCCC3)c2c1	-5.5%[76.3 µM]
COC1CCCN(C(=O)c2cccc(OC3CCN(S(C)(=O)=O)CC3)c2)C1 (centres undefined)	-5.1%[76.3 µM]
O=C(c1cn2ccccc2n1)N1CCCC(Nc2ccc(F)c(F)c2)C1 (centres undefined)	-6.8%[76.3 µM]
Cc1coc2c(C)c3oc(=O)c(CCC(=O)NCCCN4CCCC4=O)c(C)c3cc12	-4.3%[76.3 µM]
COc1ccccc1CCC(=O)Nc1cccc(S(=O)(=O)N2CCCC2)c1	-9.5%[76.3 µM]
CCN1CCN(CC(O)COC(c2ccccc2)c2ccccc2C)CC1 (centres undefined)	8.6%
Cc1ccc(C(=O)Nc2cccc(N3C(=O)C4CCC(C)CC4C3=O)c2)cc1 (centres undefined)	0.0%[76.3 µM]
O=C(CNC(=O)c1ccc(Br)cc1)OCC(=O)c1ccccc1	-8.3%[76.3 µM]
Cn1nc(C(=O)Nc2ccccc2N2CCCC2)c2ccccc2c1=O	-4.6%[76.3 µM]
COc1ccc(S(=O)(=O)NCC(=O)Nc2ccc3c(c2)OCCO3)cc1OC	13.7%
COC1OC(COC(=O)c2ccccc2)C(OC(=O)c2ccccc2)C1OC(=O)c1ccccc1 (centres undefined)	-6.5%
COc1ccc2[nH]c3c(=O)n(N)c(=O)[nH]c3c2c1	?
CC(=O)N1c2ccc(S(=O)(=O)N3CCC(C(=O)Nc4ccccn4)CC3)cc2CC1C (centres undefined)	10.1%[76.3 µM]
Cc1ccc(C(=O)Cc2cc3ccccc3oc2=O)c(C)c1	6.9%
CC(=C\c1ccccc1)/C=C1/SC(=S)N(CCCC(=O)O)C1=O	-4.5%
O=C(c1c(Cl)cccc1Cl)N1CCN(c2ncccn2)CC1	-3.7%
Cc1c(OCC(=O)NC(Cc2ccc(Cl)cc2)C(=O)O)ccc2c3c(c(=O)oc12)CCCC3 (centres undefined)	-4.0%[76.3 µM]
CCCN1CCN(C(=O)c2ccc3nc(CC)c(CC)nc3c2)CC1	1.2%
CCn1c(N2CCN(C(=O)c3ccco3)CC2)nc2ccccc21	3.4%[76.3 µM]
Cc1cc(C)c(OCC(=O)OCC(=O)NC2CCCCCCC2)c(C)c1	-6.4%[76.3 µM]

A portion of the results above, for reference:
molecule	GAA glycogen
Cc1ccc(C(=O)CCS(=O)(=O)c2ccc(F)cc2)cc1	-11.4%[76.3 µM]
Cc1snc(SCc2ccc(F)cc2)c1C#N	-2.3%

Next structures.
molecule	GAA glycogen
CCc1nnc(NS(=O)(=O)c2ccc(NCc3ccccc3O)cc2)s1	-11.6%
O=C(NC1CCN(C(=S)Nc2ccccc2)CC1)C1CCCCC1	0.5%
Nc1ccc(S(=O)(=O)N2CCC(Cc3ccccc3)CC2)cc1	-13.4%
Cc1ccc(C)c(Cn2nnc3c(=O)[nH]c(C4CCN(C(=O)c5ccco5)CC4)nc32)c1	-26.4%
COc1ccc(-c2csc3ncnc(N4CCN(c5cccc(Cl)c5)CC4)c23)cc1	3.5%[76.3 µM]
Nn1c(COc2ccccc2F)nnc1SCC(=O)NC1CCCC1	-2.3%[76.3 µM]
O=S(=O)(c1ccccc1)N1CCCN(S(=O)(=O)c2ccccc2)CC1	2.0%
CN(Cc1ccccn1)C(=O)CC1C(=O)NCCN1Cc1ccc(F)cc1Cl (centres undefined)	-13.1%[76.3 µM]
COc1cc(CCC(=O)NCc2ccc(Cl)cc2)cc(OC)c1OC	-4.4%
Cc1cc(Cl)c(S(=O)(=O)NC2CCCC2)cc1OCC(N)=O	-5.3%[76.3 µM]
CS(=O)(=O)c1ccc2nc(NC(=O)C3CC(=O)N(c4ccccc4)C3)sc2c1 (centres undefined)	-6.9%[76.3 µM]
COc1ccc(S(=O)(=O)NC2CCSc3ccccc32)cc1NC(C)=O (centres undefined)	-12.9%
Cc1ccc(NC2CCCN(C(=O)c3cn4cccc(C)c4n3)C2)cc1C (centres undefined)	-8.1%[76.3 µM]
CCC(Oc1ccccc1)C(=O)Nc1ccccc1C(=O)N1CCOCC1 (centres undefined)	-1.7%[76.3 µM]
Cc1ccc(-n2nc(C)c3c(C)c(CCC(=O)NCCCOC(C)C)c(C)nc32)cc1	-0.3%
C=CCN(C(=O)CNS(=O)(=O)c1ccccc1)C(C(=O)NCCOC)c1cccnc1 (centres undefined)	1.3%[76.3 µM]

An excerpt from above in order of their number in GAA glycogen, highest first.
molecule	GAA glycogen
CCN1CCN(CC(O)COC(c2ccccc2)c2ccccc2C)CC1 (centres undefined)	8.6%
Cc1ccc(C(=O)Cc2cc3ccccc3oc2=O)c(C)c1	6.9%
Cc1ccc(-n2nc(C)c3c(C)c(CCC(=O)NCCCOC(C)C)c(C)nc32)cc1	-0.3%
Cc1snc(SCc2ccc(F)cc2)c1C#N	-2.3%
COc1cc(CCC(=O)NCc2ccc(Cl)cc2)cc(OC)c1OC	-4.4%

(next part)
molecule	GAA glycogen
CCc1ccc(-c2cc(C)no2)cc1S(=O)(=O)N1CCN(c2cccc(C)c2C)CC1	-6.8%[76.3 µM]
CCn1nc(C)cc1C(=O)N1CCCC(C(=O)c2ccc(Oc3ccccc3)cc2)C1 (centres undefined)	-4.4%[76.3 µM]
O=C(O)c1c2c(nc3ccccc13)/C(=C/c1cccc([N+](=O)[O-])c1)CCC2	1.9%
C[C@H](NC(=O)[C@@H]1Cc2ccccc2CN1)C(=O)NC1CCCC1	-2.3%[76.3 µM]
O=C(O)c1ccc(NS(=O)(=O)c2ccc(N3CCCC3)c([N+](=O)[O-])c2)cc1	-3.2%
CC(C)NS(=O)(=O)c1cc(F)ccc1CN1C(=O)c2cccnc2C1=O	-15.9%
Cn1cccc1-c1nc2ccc([N+](=O)[O-])cc2[nH]1	-11.0%
O=C(CSc1ccc(-c2ccco2)nn1)Nc1ccc(F)cc1	-0.4%[76.3 µM]
COc1ccc(N(C(=O)c2snc(C(N)=O)c2N)C(C(=O)NC2CCCC2)c2cccs2)cc1OC (centres undefined)	-5.6%
CCn1c(SCC(=O)N(C)c2ccccc2)nc2c([nH]c3ccccc32)c1=O	1.3%[76.3 µM]
N#Cc1nc(-c2ccc(F)cc2)oc1N1CCC(C(N)=O)CC1	1.0%
COc1ccc(OCC(=O)Nc2ccc(S(=O)(=O)N(C)c3ccccc3)cc2)cc1	-0.6%[76.3 µM]
CCc1ccc(NC(=O)C(=O)NNC(=O)c2cccc(OC)c2)cc1	-9.3%
CCCOP(=O)(c1ccc(N(C)C)cc1)C(O)c1cc(OC)ccc1OC (centres undefined)	1.3%
Cc1ccc(N(CC(=O)NCc2ccc(F)cc2)C(=O)c2ccco2)cc1C	2.5%
Cc1ccc(NC(=O)c2cnccn2)nc1	-0.1%[76.3 µM]
COc1ccc(NC(=O)c2sc3ncn(CC(=O)N4CCCCC4)c(=O)c3c2C)cc1OC	-5.7%[76.3 µM]
COc1cc(C(=O)N2CCN(Cc3ccccn3)CC2)cc(OC)c1OC	8.3%
CC1CCCC(C)N1C(=O)c1ccc(S(=O)(=O)NCc2ccco2)cc1 (centres undefined)	-8.2%
C/C(=N/NC(=O)c1cc(C)[nH]n1)c1ccncc1	-1.6%[76.3 µM]
CCN(C(=O)c1ccc(NC(=O)c2ccco2)cc1)c1ccccc1	-0.2%[76.3 µM]
COc1cc(NS(=O)(=O)c2c(C(=O)N3CCOCC3)c(C)n(C)c2C)cc(OC)c1OC	2.6%[76.3 µM]
O=C(CSc1nnc(NC(=O)c2ccccc2)s1)NCC1CCCO1 (centres undefined)	-7.2%[76.3 µM]
COc1ccc(CNCC2COc3ccccc3O2)cc1 (centres undefined)	6.1%
CC(NC(=O)c1ccc(N2CCCC2)c([N+](=O)[O-])c1)c1ccc(S(N)(=O)=O)cc1 (centres undefined)	0.3%[76.3 µM]
CCOc1ccc(S(=O)(=O)N2CCC(C(=O)NC3CCCCC3)CC2)cc1	-4.1%[76.3 µM]
Cc1sc2nc(C(C)C)nc(SCC(=O)NC3CC3)c2c1C	-10.9%
COc1ccc(/C(C)=N/NC(=O)c2ccc3nc[nH]c3c2)cc1	-9.6%[76.3 µM]
CCCN(CCC)C(=O)c1ccc2nc(-c3ccc(OC)c(OC)c3)c(-c3ccc(OC)c(OC)c3)nc2c1	9.0%
COc1ccc(CCNS(=O)(=O)c2ccc(-c3ccc(=O)[nH]n3)o2)cc1OC	-3.0%[76.3 µM]
Cc1ccc(-c2cc(N)nc(-c3ccccc3)c2)cc1	-5.1%
Cc1ccc(C(=O)NCCc2nnc3ccc(SCC(=O)N4CCCC4)nn23)cc1	0.1%[76.3 µM]

(next part)
Compound,GAA glycogen
O=C1NCCCCC1NS(=O)(=O)c1ccccc1 (centres undefined),5.6%
Nc1ccc(C(=O)N2N=C(c3ccc(F)cc3)CC2(O)C(F)(F)F)cc1 (centres undefined),4.3%
CN1CCN(C(=O)c2cc(Br)cn2C)CC1,-2.0%
COc1cccc(NC(=O)NNC(=O)c2ccc3c(c2)NC(=O)C(C)(C)O3)c1,6.5%
NS(=O)(=O)c1ccc(CCNC(=O)CNC(=O)c2ccccc2F)cc1,-4.4%
N#CCOC(=O)C1c2ccccc2Oc2ccccc21,-3.9%
Cc1ccc2cc3cc(C(=O)NCCCN4CCCC4)oc3nc2c1,-4.1%[76.3 µM]
COC(=O)c1c(SCC(=O)NC2CCCCC2)[nH]c2ccccc2c1=O,-20.6%[76.3 µM]

Reprinted at random: 2 records from the list.
Compound,GAA glycogen
Nc1ccc(C(=O)N2N=C(c3ccc(F)cc3)CC2(O)C(F)(F)F)cc1 (centres undefined),4.3%
CN1CCN(C(=O)c2cc(Br)cn2C)CC1,-2.0%

(continued)
Compound,GAA glycogen
COc1ccc(C(=O)N2CCCCCC2)cc1S(=O)(=O)N1CCOCC1,0.1%
COc1ccc(CCN2CC(C(=O)N3CCN(C(C)=O)CC3)CCC2=O)cc1 (centres undefined),-1.3%[76.3 µM]
COc1cc(NC(=O)CN(C)S(=O)(=O)c2ccc(-c3ccc(=O)[nH]n3)s2)cc(OC)c1,-8.8%[76.3 µM]
CC1CCCN(C(=O)NC(=O)c2ccc(Cl)cc2)C1 (centres undefined),-1.7%[76.3 µM]
O=C(Nc1ccc(S(=O)(=O)Nc2ccccn2)cc1)c1cccc(Cl)c1,5.1%
NC1=NC(=O)/C(=C/c2ccc(OCC(=O)O)cc2)S1,-0.4%
COc1cccc(C(=O)NCCCNC(=O)c2ccco2)c1,0.4%
CC(=O)N(C)c1cccc(-c2ccc3nnc(C)n3n2)c1,-1.3%
O=C(Oc1cccc(C(=S)N2CCOCC2)c1)c1ccccc1,1.1%
Cc1oc2c(C)c3oc(=O)c(CCC(=O)O)c(C)c3cc2c1-c1ccccc1,1.0%
Cc1ccc(C)c(C(=O)Nc2nc3ccccc3[nH]2)c1,-0.7%
O=C(CN1C(=O)c2ccccc2S1(=O)=O)c1cccc(Br)c1,-1.3%[76.3 µM]
COc1ccc(/C=C2\SC(=O)N(CC(=O)NC3C=CS(=O)(=O)C3)C2=O)cc1 (centres undefined),-6.6%[76.3 µM]
C/C(=N\NC(=O)c1nnn(-c2nonc2N)c1-c1ccc2c(c1)OCO2)c1ccc(C)cc1,6.4%[76.3 µM]
O=C(Cc1ccc(Cl)cc1)NCC(=O)N1CCN(c2ccccc2)CC1,-3.1%[76.3 µM]
CC(C)c1ccc(NC(=O)C2CCN(c3ncnc4c3nc3n4CCCCC3)CC2)cc1,2.7%[76.3 µM]
Cc1ccc(S(=O)(=O)CCC(=O)Nc2nc(C(C)(C)C)cs2)cc1,2.6%[76.3 µM]
CCOC(=O)/C(C#N)=C/c1c(N2CCN(c3ccccc3)CC2)nc2ccccn2c1=O,-0.2%
Cn1nc(C(=O)N2CCN(c3ccc([N+](=O)[O-])cc3)CC2)c2c1-c1ccccc1S(=O)(=O)C2,-4.5%[76.3 µM]
CCC(=O)Nc1nnc(S(=O)(=O)N(C)c2ccccc2)s1,-0.5%
COc1cccc(C(=O)Nc2ccc3nc4n(c(=O)c3c2)CCCC4)c1,-12.7%
Cc1ccc(S(=O)(=O)NCC(c2cccnc2)N2CCN(Cc3ccccc3)CC2)cc1 (centres undefined),-2.1%[76.3 µM]
COc1ccc(-c2cn(-c3ccc(C)cc3C)c(=S)[nH]2)cc1OC,?
CCOC(=O)c1c(C)[nH]c(C)c1S(=O)(=O)NCC(=O)Nc1ccccn1,-0.1%[76.3 µM]
CC(C)c1ccccc1NC(=O)Nc1ccc2c(c1)OCO2,-10.6%[76.3 µM]
O=C(CC(Sc1ccc(Br)cc1)C(=O)O)c1ccc(Br)cc1 (centres undefined),-3.7%
COc1ccc(CNC(=O)[C@@H](C)NC(=O)C2CCN(C(=O)[C@@H](N)CCSC)CC2)cc1,?
COc1cc(Cc2nccc3cc(OC)c(OC)cc23)c(S(=O)(=O)O)cc1OC,1.3%
O=C(Nc1ccc(NC(=O)c2ccc(Cl)cc2Cl)cc1)c1ccc2c(c1)OCO2,-2.8%
Cc1cc(/C=C(/C#N)C(=O)O)c(C)n1-c1cccc2ccccc12,2.8%
O=C1OCC(c2ccccc2)=C1c1ccccc1,15.0%
O=c1cc(Cn2ccnc2)c2cc(O)ccc2o1,-9.3%
COc1cccc(C(=O)N[C@@H](C)C(=O)N2CCC3(CC2)NCCc2[nH]cnc23)c1,-12.3%[76.3 µM]
